M4 antag – human M4 muscarinic receptor antagonists, primary screen, CHO cells, Fluo-8 calcium fluorescence; CHO-hM4 cells, ACh EC80; 360,000 tested, 0.73% active; inhibition, % at 3 µM; Muscarinic acetylcholine receptor M4 (Homo sapiens), P08173;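 active means inhibition above its plate's cutoff, the mean inhibition of sample wells plus 3 SD, cut at about 27% in these data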;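 further: 0% = acetylcholine EC80 with DMSO and 100% = DMSO without agonist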
M4 PAM – human M4 muscarinic receptor positive allosteric modulators, primary screen, CHO-K1 cells, Fluo-8 calcium fluorescence; Muscarinic acetylcholine receptor M4 (Homo sapiens), P08173; CHO-K1 hM4/Gqi5, ACh EC20; 0% = ACh EC20, 100% = maximal ACh; activation, % at 3 µM; 360,000 tested, 0.4% active; AID 624126, 2012;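 active means activation above its plate's cutoff, the mean activation of sample wells plus 3 SD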; further: some results filed as inactive read as strong as hits
CRFBP-R2 block – antagonists of CRF-BP/CRF-R2 complex, primary screen, cell-based, HEK293, calcium dye fluorescence, uHTS. CRF-induced calcium fluorescence. inhibition, % at 11.8 µM. 350,000 tested, 0.59% active;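 active means inhibition of the ligand-induced calcium signal above about 50% at the single tested concentration, limit read from the data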
M4 ag – human M4 muscarinic receptor agonists, primary screen, CHO-K1 cells, Fluo-8 calcium fluorescence; CHO-K1 hM4/Gqi5; vehicle 0%, full acetylcholine response 100%; activation, % at 3 µM; 360,000 tested, 0.14% active; AID 624127, 2012;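 active means activation above the run mean over all test wells plus 3 SD, cut at about 32% in these data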;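 further: peak over basal fluorescence ratio per well then scaled between controls; 0% = DMSO wells and 100% = acetylcholine at EC100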
CRFR2-BP ag – agonists of CRF-BP/CRF-R2 complex, primary screen, cell-based, HEK293, calcium dye fluorescence, uHTS; AID 588473, 2011; 350,000 tested, 0.46% active; activation, % at 13.2 µM; calcium dye fluorescence (FLIPR); percent of saturating CRF peptide response;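 active means activation of at least 50%, plus an integration ratio under a set limit after plate pattern correction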;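 further: plate controls were neutral control wells without compound for no effect and CRF at EC100 for full effect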
M5 PAM – human M5 muscarinic receptor positive allosteric modulators, primary screen, CHO-K1 cells, Fluo-8 calcium fluorescence; Muscarinic acetylcholine receptor M5 (Homo sapiens), P08912; CHO-K1 hM5, ACh EC20 PAM; 0% = ACh EC20, 100% = ACh EC100; activation, % at 3 µM; 360,000 tested, 0.3% active; AID 624038, 2012;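 active means activation above the run cutoff, the mean activation of all test compounds plus 3 SD, cut at about 18% in these data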
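Assay system: CHO-K1 hM5 cells / Incubation: Fluo-8 loading 80 min at 37 °C plus 30 min room temperature / Technique: Fluo-8 calcium dye fluorescence, kinetic read / Repeats: single replicate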
IDE inh – human IDE inhibitors in live cells, primary screen, fluorescence polarization, HEK cells, FAbetaB substrate; Insulin-degrading enzyme (Homo sapiens), P14735; FAbetaB cleavage; inhibition, % at 5.59 µM; 320,000 tested, 0.41% active; AID 434962, 2010;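 active means percent inhibition above the average of all tested compounds plus 3 SD, set per screening campaign, cut at about 16% in these data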;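 further: IDE supplied by intact live HEK cells; FP after avidin binding of uncleaved biotin substrate so inhibition keeps polarization high; 0% = DMSO wells and 100% = 60 µM reference IDE inhibitor Ii1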
Target sequence (P14735 whole entry, looked up): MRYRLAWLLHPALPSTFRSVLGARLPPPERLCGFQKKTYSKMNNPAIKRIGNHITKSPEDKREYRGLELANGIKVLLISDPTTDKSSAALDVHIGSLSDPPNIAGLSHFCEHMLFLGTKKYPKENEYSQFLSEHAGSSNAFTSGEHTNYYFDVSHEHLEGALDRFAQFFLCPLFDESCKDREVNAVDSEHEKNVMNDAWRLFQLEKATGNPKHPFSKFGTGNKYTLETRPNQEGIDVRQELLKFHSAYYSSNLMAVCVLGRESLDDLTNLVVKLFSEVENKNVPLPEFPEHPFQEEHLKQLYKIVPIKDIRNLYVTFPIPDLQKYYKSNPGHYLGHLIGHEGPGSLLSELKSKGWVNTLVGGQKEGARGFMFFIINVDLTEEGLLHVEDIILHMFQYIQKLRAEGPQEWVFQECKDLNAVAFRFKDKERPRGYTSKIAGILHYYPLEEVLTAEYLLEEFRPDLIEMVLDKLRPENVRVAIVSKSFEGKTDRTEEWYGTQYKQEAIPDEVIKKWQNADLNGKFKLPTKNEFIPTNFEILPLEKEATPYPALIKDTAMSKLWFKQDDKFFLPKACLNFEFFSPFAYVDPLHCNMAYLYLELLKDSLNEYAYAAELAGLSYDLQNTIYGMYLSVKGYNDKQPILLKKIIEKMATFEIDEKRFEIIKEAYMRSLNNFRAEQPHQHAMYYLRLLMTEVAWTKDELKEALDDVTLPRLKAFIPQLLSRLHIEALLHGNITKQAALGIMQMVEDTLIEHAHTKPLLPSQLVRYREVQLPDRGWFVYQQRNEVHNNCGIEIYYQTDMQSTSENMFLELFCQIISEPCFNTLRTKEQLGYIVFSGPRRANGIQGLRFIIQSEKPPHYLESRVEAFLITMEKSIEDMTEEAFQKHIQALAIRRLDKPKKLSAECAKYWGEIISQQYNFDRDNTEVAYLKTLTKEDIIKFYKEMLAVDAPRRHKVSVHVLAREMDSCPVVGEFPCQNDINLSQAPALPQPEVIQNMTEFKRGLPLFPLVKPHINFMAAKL
M5 antag – human M5 muscarinic receptor antagonists, primary screen, CHO cells, Fluo-8 calcium fluorescence | 360,000 tested, 0.59% active | Muscarinic acetylcholine receptor M5 (Homo sapiens), P08912 | CHO-hM5 cells, ACh EC80 | inhibition, % at 3 µM | AID 624040, 2012;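 active means inhibition above a per-plate cutoff, the mean of that plate's test compounds plus 3 SD, cut at about 27% in these data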;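 further: 0% = acetylcholine EC80 with DMSO and 100% = DMSO without agonist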
CHRM5 agonist – human M5 muscarinic receptor agonists, primary screen, CHO-K1 cells, Fluo-8 calcium fluorescence; CHO-K1 hM5 cells; 0% DMSO wells, 100% maximal acetylcholine response; activation, % at 3 µM; 360,000 tested, 0.19% active;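 active means activation above the run's mean over test compounds plus 3 SD, cut at about 23% in these data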;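 further: signal is peak over basal fluorescence ratio across the kinetic read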
The depositor's hits bear a star; · = not tested or not shown.

Values in the order: CRFR2-BP ag	M4 antag	IDE inh	M5 PAM	M5 antag	CHRM5 agonist	CRFBP-R2 block	M4 PAM	M4 ag
- O=C(CN1CCN(CCC(=O)Nc2ccccc2F)CC1)Nc1ccc(F)cc1
 : -1.7	-11	1	5	-5	-2	17	5	1
- CCCc1cc(C(=O)Nc2sc(C)c(C)c2C(=O)OCC)no1
 : 0.1	2	·	1	-3	0	0	5	0
- COCC(=O)NC1CC2CCCC(C1)N2Cc1ccccc1 (stereo unspecified)
 : 0.9	-3	9	-10	6	-5	-9	-1	1
- O=C(CCNC(=O)c1ccccc1Cl)Nc1cccc(C(F)(F)F)c1
 : 0.3	-1	1	-4	5	-2	7	-3	3
- CCN(CC(=O)NCc1ccc(F)cc1)C(=O)c1ccc(C(=O)c2ccccc2)cc1
 : -0.1	-4	6	-8	10	5	-1	-5	19
- CC(=O)c1cccc(NS(=O)(=O)c2ccc3c(c2)N(C(C)=O)CCO3)c1
 : 0.4	9	-1	-2	1	1	10	-1	6
- Cc1ccc(NC(=O)CC(NC(=O)c2ccccc2Cl)c2ccccc2)nc1 (stereo unspecified)
 : -0.7	-6	6	-11	12	0	3	1	2
- Cc1ccccc1NC(=O)Nc1cc(S(N)(=O)=O)ccc1C
 : 0.8	-2	0	0	-7	-1	27	-1	1
- Cc1nc(N2CCC(C)CC2)c2c(C)c(C(=O)Nc3cc(F)ccc3C)sc2n1
 : 0.9	3	-3	-8	5	-4	-18	-3	-1
- Cc1cc(Cl)ccc1NC(=O)CSc1n[nH]c(N)n1
 : -0.8	-2	6	1	6	2	-4	20	1
- O=C(NCc1n[nH]c(=O)c2ccccc12)C1CC(=O)N(c2ccc(Cl)cc2)C1 (stereo unspecified)
 : -1.3	-3	-2	-1	3	-4	6	13	0
- c1ccc(-c2cccs2)nc1
 : -0.1	-8	-1	11	-3	3	-9	2	1
- CCOc1cc2[nH]c(=S)n(CCOC)c(=O)c2cc1OCC
 : -2.4	10	1	-1	7	3	10	-3	0
- CN=C1S/C(=C\c2ccc(Cl)cc2)C(=O)N1C
 : 0.9	1	0	0	1	0	12	-1	1
- CCOC(=O)c1sc2nc(CSc3ccccc3Cl)[nH]c(=O)c2c1C
 : 3.2	5	11	-1	10	2	-14	-3	1
- Cc1cccc2c(N)c3c(nc12)N(C)CC3
 : -1.8	-11	-2	-2	7	-5	5	11	1
- COc1ccc(OC)c(S(=O)(=O)N2CCC(C(=O)Nc3cccc(C(F)(F)F)c3)CC2)c1
 : -1.3	10	1	-14	22	-1	5	-19	14
- COc1ccccc1COc1ccc2c(C)c(CCC(=O)O)c(=O)oc2c1C
 : -1.0	6	1	-2	2	-5	11	1	1
- CC12CCC(C(=O)N(NC(=O)c3ccccc3O)C1=O)C2(C)C (stereo unspecified)
 : -2.0	-9	-1	-1	-2	-2	-32	3	1
- CCCCN(C(=O)c1cc(=O)[nH]c2ccccc12)c1c(N)n(CCCC)c(=O)[nH]c1=O
 : -0.7	-5	2	7	-6	2	2	1	0

Three compounds already listed, sorted by the number in CHRM5 agonist, lowest first:
compound	CHRM5 agonist
O=C(CCNC(=O)c1ccccc1Cl)Nc1cccc(C(F)(F)F)c1	-2
CN=C1S/C(=C\c2ccc(Cl)cc2)C(=O)N1C	0
CCOc1cc2[nH]c(=S)n(CCOC)c(=O)c2cc1OCC	3

Structures from the list above with a CF3 group, in the order listed:
Values in the order: CRFR2-BP ag	M4 antag	IDE inh	M5 PAM	M5 antag	CHRM5 agonist	CRFBP-R2 block	M4 PAM	M4 ag
- O=C(CCNC(=O)c1ccccc1Cl)Nc1cccc(C(F)(F)F)c1
 : 0.3	-1	1	-4	5	-2	7	-3	3
- COc1ccc(OC)c(S(=O)(=O)N2CCC(C(=O)Nc3cccc(C(F)(F)F)c3)CC2)c1
 : -1.3	10	1	-14	22	-1	5	-19	14

Single entries from the entries so far.
Cc1ccc(NC(=O)CC(NC(=O)c2ccccc2Cl)c2ccccc2)nc1 (stereo unspecified) @ M4 ag: 2
Cc1cccc2c(N)c3c(nc12)N(C)CC3 @ M4 antag: -11

Carrying on:
Values in the order: CRFR2-BP ag	M4 antag	IDE inh	M5 PAM	M5 antag	CHRM5 agonist	CRFBP-R2 block	M4 PAM	M4 ag
- O=C(NCc1cccnc1)C(=O)NCC(c1ccco1)N1CCOCC1 (stereo unspecified)
 : -0.8	1	2	1	-3	1	-5	0	0
- COc1ccccc1/C=C/C(=O)NC(=S)N1CCOCC1
 : -8.7	1	-4	-2	-3	-1	26	-2	3
- Cc1noc(C)c1CSCC(=O)OCC(=O)N1CC(=O)Nc2ccccc21
 : -0.7	5	-4	-4	-2	0	-30	-2	3
- C=C(C)c1cccc(C(C)(C)NC(=O)N2CCN(c3ncccn3)CC2)c1
 : -0.1	6	2	-7	4	-4	17	8	1
- COc1ccccc1CNC(=O)C1(C)Oc2cccnc2NC1=O (stereo unspecified)
 : -1.5	6	-1	-1	11	0	9	-3	1
- COc1ccccc1N(/N=C1\Sc2ccccc2C1=O)C(C)=O
 : 1.5	-1	3	-3	7	-18	-2	-14	9
- Cc1ccc2nc(NC(=O)C3CCN(S(=O)(=O)c4ccc5c(c4)oc(=O)n5C)CC3)sc2c1
 : -0.6	-11	3	-4	1	3	50	3	1
- Nc1ncnc2c1ncn2[C@@H]1O[C@H](CNCc2ccc(OCc3ccccc3)cc2)[C@@H](O)[C@H]1O
 : -1.4	4	-1	0	8	-1	-5	2	1
- O=C(Nc1ccc2nsnc2c1)c1cccs1
 : 0.0	-1	-3	-9	1	-3	12	2	0
- Cc1cc(-c2nnc(CCC(=O)NCc3ccc(F)c(F)c3)o2)no1
 : -0.3	-2	-3	3	-3	1	-2	8	1
- CC(=O)c1ccc(S(=O)(=O)N2CCC(c3nnc(SCCN4CCCC4)n3C)CC2)cc1
 : 0.1	12	10	2	3	-7	6	-11	1
- CC1CC(C)CN(S(=O)(=O)c2ccc(C(=O)NCc3ccc4c(c3)OCO4)cc2)C1 (stereo unspecified)
 : 1.0	12	0	-2	-3	-2	13	2	0
- Cc1ccc(/C=C/C(=O)Nc2cccc3cccnc23)o1
 : 34	-5	0	3	2	-1	-8	9	1
- Cc1ccc(S(=O)(=O)NCCC(=O)N2CCCC(C)C2)cc1 (stereo unspecified)
 : -1.4	2	-2	-6	7	1	-1	-3	0
- Cc1cccc(NC(=O)Cn2nnc(C(=O)NCc3cccs3)c2N)c1C
 : -1.3	-4	0	9	-4	-4	-2	4	1
- O=C(COC(=O)CCc1c[nH]c2ccccc12)NC(c1ccccc1)c1ccccc1
 : 0.6	11	-6	-5	14	-2	-36	-2	2
- O=C(NCCc1ccc(Cl)cc1)c1cnc2n(c1=O)CCS2
 : -3.0	-1	5	-8	6	2	7	0	5
- COc1cc(NC(=O)c2ccc(F)cc2)c(OC)cc1NC(=O)CN1CCCCC1
 : -2.2	8	12	5	-4	-3	9	-6	-1
- COc1ccc(CNc2ncc(-c3ccccc3)n2C)cc1
 : -1.5	16	0	-10	12	-22	33	-13	0
- O=C(Nc1c(C(=O)O)[nH]c2ccccc12)NC1CCCCC1
 : -1.7	0	3	6	-14	-1	-3	1	1

Given with the structure last: part of the list above.
CRFR2-BP ag | M4 antag | IDE inh | M5 PAM | M5 antag | CHRM5 agonist | CRFBP-R2 block | M4 PAM | M4 ag | Compound
34 | -5 | 0 | 3 | 2 | -1 | -8 | 9 | 1 | Cc1ccc(/C=C/C(=O)Nc2cccc3cccnc23)o1
-1.4 | 2 | -2 | -6 | 7 | 1 | -1 | -3 | 0 | Cc1ccc(S(=O)(=O)NCCC(=O)N2CCCC(C)C2)cc1 (stereo unspecified)
-1.3 | -4 | 0 | 9 | -4 | -4 | -2 | 4 | 1 | Cc1cccc(NC(=O)Cn2nnc(C(=O)NCc3cccs3)c2N)c1C
0.6 | 11 | -6 | -5 | 14 | -2 | -36 | -2 | 2 | O=C(COC(=O)CCc1c[nH]c2ccccc12)NC(c1ccccc1)c1ccccc1
-3.0 | -1 | 5 | -8 | 6 | 2 | 7 | 0 | 5 | O=C(NCCc1ccc(Cl)cc1)c1cnc2n(c1=O)CCS2
-2.2 | 8 | 12 | 5 | -4 | -3 | 9 | -6 | -1 | COc1cc(NC(=O)c2ccc(F)cc2)c(OC)cc1NC(=O)CN1CCCCC1
-1.5 | 16 | 0 | -10 | 12 | -22 | 33 | -13 | 0 | COc1ccc(CNc2ncc(-c3ccccc3)n2C)cc1

Carrying on.
Values in the order: CRFR2-BP ag	M4 antag	IDE inh	M5 PAM	M5 antag	CHRM5 agonist	CRFBP-R2 block	M4 PAM	M4 ag
- Cc1[nH]c2ccc(C(=O)OC(C)C(=O)N(C)C3CCCCC3)cc2c1C (stereo unspecified)
 : -3.1	-11	·	-4	2	-2	23	-2	3
- Cc1ccc(CNC(=O)C(=O)c2cn(CC(=O)N3CCOCC3)c3ccccc23)cc1
 : 1.1	-9	0	4	-1	-2	-4	9	3
- Cc1ccc(OCc2nnc(SCC(=O)c3ccccc3)n2Cc2ccco2)cc1
 : 0.0	3	-1	-3	3	0	-16	3	5
- COC(=O)C(NC(=O)c1ccc(Cl)cc1)(Nc1nc(C)cs1)C(F)(F)F (stereo unspecified)
 : -0.2	-2	2	0	-3	-4	-3	0	-1
- COc1cnc(N(C)C)nc1Sc1cccc(Cl)c1
 : 1.1	0	2	-2	-4	-7	1	-1	-1
- CN1CCN(C2OC(=O)c3ccccc32)CC1 (stereo unspecified)
 : -3.0	-4	4	4	2	-1	13	5	0
- Cc1ccc(S(=O)(=O)CCC(=O)OCc2nnc(-c3ccc([N+](=O)[O-])cc3)o2)cc1
 : -0.1	8	·	-7	1	3	-3	1	6
- Cc1cc(C)n2nc(SCC(=O)c3ccccc3)nc2n1
 : 1.6	0	-1	-4	10	0	-3	-3	1
- Cc1ccnc2nc(C(=O)OCC(=O)N(Cc3ccccc3)C(C)C)nn12
 : 0.1	-16	1	2	3	2	-7	7	1
- Oc1ccc(/C=N/Nc2ccc(Cl)nn2)cc1O
 : -1.4	-2	-2	2	6	-3	-4	3	0
- C/C=C/c1ccc(OCC(=O)NCc2ccccc2OC)c(OC)c1
 : -2.3	-1	10	2	2	-6	-15	-2	0
- Cn1nnnc1SCC(=O)Nc1ncc(C(F)(F)F)cc1Cl
 : 1.8	2	3	1	11	1	1	3	0
- COc1ccc(C(=O)NC(C(=O)NCC(=O)Nc2c(C)cccc2C)C(C)C)cc1 (stereo unspecified)
 : 8.0	-8	-3	3	-2	-5	-1	18	1
- O=C1CS/C(=N/N=C/c2ccccc2)N1Cc1ccco1
 : -0.2	-11	4	-10	7	2	5	-13	11
- O=C(COC(=O)c1ccc(Br)o1)NCCCc1ccccc1
 : -1.1	-1	4	3	-7	-4	-7	10	0
- Cc1cc(F)ccc1NC(=O)C1CCCO1 (stereo unspecified)
 : -1.0	-3	-1	10	3	2	3	-3	0
- CCC1(CC)NC(=O)N(CC(=O)OC(C)C(=O)Nc2ccccc2OC)C1=O (stereo unspecified)
 : -0.9	-5	4	5	1	-1	-1	-4	1
- COc1cc(/C=N/Nc2snc(SC)c2C#N)ccc1O
 : 2.9	-10	3	-2	0	7	16	3	11

Screening data from PubChem.

Rows are unselected, and some 2.9% of all compounds hit somewhere here.
